Assay outcomes (PubChem BioAssay)
MC4R antag cAMP: antagonists of human melanocortin 4 receptor (MC4R); MC4R-expressing cells, MTII-stimulated cAMP, LANCE TR-FRET; inhibition, % at 6.5 µM; actives 0.48% (n = 360,000); AID 540295;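 active = inhibition above its plate's cutoff, the mean of tested wells on that plate plus 3 SD, cut at about 29% in these data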;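 note: 0% = Melanotan II alone and 100% = Melanotan II plus saturating MCL0020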
Target sequence (P32245 whole entry, looked up): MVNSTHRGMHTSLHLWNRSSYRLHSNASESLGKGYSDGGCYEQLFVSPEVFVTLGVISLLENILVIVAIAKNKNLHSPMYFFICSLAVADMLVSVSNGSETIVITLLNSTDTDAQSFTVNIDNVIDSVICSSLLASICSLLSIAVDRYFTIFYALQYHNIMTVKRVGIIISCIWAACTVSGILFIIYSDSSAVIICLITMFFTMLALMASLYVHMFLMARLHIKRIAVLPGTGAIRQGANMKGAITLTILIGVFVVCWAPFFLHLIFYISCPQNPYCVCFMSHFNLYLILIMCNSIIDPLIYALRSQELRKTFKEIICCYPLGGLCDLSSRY
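System: U2OS-MC4R stable cell line; Technique: Eu-cAMP/anti-cAMP TR-FRET, emission 671 nm; Repeats: single well per compound; Also added: Melanotan II; Dosing: one concentration, 6.5 µM nominal; Schedule: 30-min compound, 1-h challenge, 1-h detection, room temperature.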
PDI inh: inhibitors of human protein disulfide isomerase; AID 588391; P07237; inhibition, % at 10 µM; actives 0.052% (n = 350,000); PDI insulin aggregation turbidity, A650, 90 min;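 active = mean inhibition across replicates of 30% or more, whatever share of single replicates reach that level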;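 note: absorbance from insulin aggregation driven by PDI reduction with DTT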
aDG glyco up: increases alpha dystroglycan glycosylation; Pro5-aDG cells, alpha-DG glycosylation AlphaScreen (IIH6); 0% Pro5, 100% B10-LARGE cell signal; activation, % at 10 µM; actives 0.22% (n = 360,000); AID 624168;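 active = activation of at least 8% versus controls, or a plate z-score of at least 8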;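 note: Pro5 are CHO cells carrying HIG-tagged alpha-DG that lacks glycosylation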
H9c2 protect: myocardial damage modulation in H9c2 cells; H9c2 cardiomyocytes, H2O2 injury protection, ATPLite, 2 h; protection from H2O2 cell death, % at 20 µM; actives 0.63% (n = 360,000); AID 588492;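 active = compounds giving at least 50% protection of heart cells from peroxide-induced death in the single-dose screen, raw or plate-pattern-corrected value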;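 note: 0% = DMSO wells with peroxide and 100% = DMSO wells without peroxide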
MC4R barr agon: human MC4R agonism via beta-arrestin; P32245; U2OS MC4R beta-arrestin complementation, luminescence; percent of melanotan II response, DMSO zero; activation, % at 8.9 µM; actives 0.98% (n = 360,000); AID 540308;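 active = activation above a per-plate cutoff, the mean activation of sample wells on that plate plus 3 SD, cut at about 8% in these data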
CaV13 FRET inh: Primary screen for inhibitors of IQ motif and Ca2+-dependent inactivation inhibitor domain binding in CACNA1D, Förster resonance energy transfer in living cells, …; HEK cells, CFP/YFP FRET ICDI-IQ, plate reader, 10 min; percent FRET-ratio fall versus neutral wells; inhibition, % at 12.3 µM; actives 0.098% (n = 340,000);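 active = mean replicate inhibition of at least 30% and at least 1% of replicates passing that level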;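 note: 0% = median of the neutral control wells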
HTR2A ag: mouse HTR2A agonism via beta-arrestin recruitment | actives 0.66% (n = 360,000) | CHO-K1 mHTR2A beta-arrestin complementation, luminescence; percent of 30 µM serotonin response | activation, % at 7.6 µM | P35363 | AID 624169;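 active = activation above a run cutoff, the mean activation of all tested compounds plus 3 SD, cut at about 14% in these data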;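 note: 0% = plate median of compound wells and 100% = 30 µM serotonin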
Target sequence (P35363 whole entry, looked up): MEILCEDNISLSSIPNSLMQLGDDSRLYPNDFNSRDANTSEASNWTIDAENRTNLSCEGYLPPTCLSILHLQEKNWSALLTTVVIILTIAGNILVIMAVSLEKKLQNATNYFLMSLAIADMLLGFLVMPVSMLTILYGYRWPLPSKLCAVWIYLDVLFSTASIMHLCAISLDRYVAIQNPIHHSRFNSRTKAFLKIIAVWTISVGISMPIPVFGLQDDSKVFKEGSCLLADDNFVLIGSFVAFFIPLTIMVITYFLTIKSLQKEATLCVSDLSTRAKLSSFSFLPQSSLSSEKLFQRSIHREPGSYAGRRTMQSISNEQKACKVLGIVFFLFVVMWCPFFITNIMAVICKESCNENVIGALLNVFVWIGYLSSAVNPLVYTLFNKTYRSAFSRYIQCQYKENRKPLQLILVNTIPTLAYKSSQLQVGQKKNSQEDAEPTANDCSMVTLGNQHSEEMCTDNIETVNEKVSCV
Vif imaging: HIV Vif inhibition | actives 0.35% (n = 340,000) | inhibition, % at 7.49 µM | HEK293T cells, Vif self-association by quenched fluorescence, imaging, 24 h | AID 602346; in the data active = inhibition above about 50%, passing the limit was not always enough; note: some results filed as inactive read as strong as hits
ABCB6 inh 2: human ABCB6 transporter inhibition. Q9NP58. K562-ABCB6 porphyrin accumulation, flow cytometry, 1 h; stronger effect = lower value. fluorescence ratio to DMSO, % at 10 µM. actives 0.19% (n = 360,000);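 active = fluorescence ratio to DMSO below 75%, the collection mean minus 3 SD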;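 note: signal is porphyrin accumulated inside mitochondria; 100% equals median channel fluorescence of DMSO control wells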
Glyco luc inh: N-linked glycosylation inhibition. D54 ERlucT glycosylation luciferase reporter, 24 h; percent of 100 nM tunicamycin response. reporter increase, % at 12.5 µM. actives 0.23% (n = 360,000). AID 588692;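 active = mean luciferase reporter signal, scaled so untreated is 0 and the glycosylation-blocking control 100, at or above a set limit in every replicate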;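 note: luciferase carries N-glycosylation sites so blocking glycosylation raises the light; 0% = median of neutral control wells and 100% = median of 100 nM tunicamycin wells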
Starred values were filed as active, the others as inactive; . = not tested or not shown.

SMILES	MC4R antag cAMP	PDI inh	aDG glyco up	H9c2 protect	MC4R barr agon	CaV13 FRET inh	HTR2A ag	Vif imaging	ABCB6 inh 2	Glyco luc inh
CCN(CC)C(=O)Cn1cc(C(=O)C(=O)N2CCN(Cc3ccccc3)CC2)c2ccccc21	-1.2	2.5	0.4	2.4	-1.6	-2.3	3.3	-3.0	96.0	0.5
CCOC(=O)N1CCN(C(=O)Nc2ccc(NC(=O)N3CCN(C(=O)OCC)CC3)cc2)CC1	16.1	-5.3	0.3	4.3	-0.9	-8.7	2.2	2.0	108.0	-0.1
COC(=O)CN(c1cccc(C)c1)S(=O)(=O)c1ccccc1	3.6	10.6	0.3	-4.9	-1.9	-5.9	-4.3	-3.9	98.0	1.0
CSc1ccccc1NC(=O)CN(C)C(=O)CNC(=O)c1ccc(Oc2ccccc2)cc1	3.2	-2.3	0.2	-11.2	-1.5	-5.2	-3.5	.	99.0	-2.8
Cn1c(=O)c2c(nc(Cl)n2CC(=O)NC2(C#N)CCCCC2)n(C)c1=O	-0.6	-0.2	-0.2	-2.2	-1.3	-5.9	-1.0	-3.2	99.0	2.9
COc1ccc2nc(Nc3nc(CSc4nc5ccccc5[nH]4)cc(=O)[nH]3)nc(C)c2c1	21.1	0.7	0.0	69.7*	-0.8	-15.3	0.2	-13.7	92.0	-6.1
COc1ccc(Cl)cc1C(=O)OCC(=O)NC1CCCC(C)C1C (stereo not drawn)	-3.0	3.2	0.0	5.1	1.2	-5.5	-1.4	19.2	98.0	0.2
CCCCc1nc2cc(C(=O)N3CCC[C@H]3CO)ccc2o1	14.7	3.1	0.1	-2.8	-3.0	-3.0	-1.8	4.8	103.0	1.6
FC(F)(F)COc1nc(N2CCOCC2)nc(N(c2ccccc2)c2ccccc2)n1	24.3	-3.1	0.2	-6.4	-0.5	-7.9	-1.2	1.5	101.0	-9.0
CC1COc2ccccc2N1C(=O)c1ccc(Cl)cc1 (stereo not drawn)	10.2	-8.9	0.0	-3.4	-1.1	-6.1	1.6	-3.9	97.0	-0.5
O=C(CCN1C(=O)/C(=C\c2ccc(F)cc2)SC1=S)Nc1ccccc1	7.6	-7.1	-0.1	-3.6	1.6	-3.0	1.1	-12.4	99.0	1.6
Cc1nn(CC(=O)Nc2ccc(Cl)cn2)c(C)c1Br	4.4	-8.0	-0.1	5.4	0.9	-5.6	5.3	0.8	98.0	-1.6
Cc1nn(C(=O)CCC(=O)NCc2ccccc2Cl)c2ccccc12	0.3	2.6	-0.1	2.2	-1.9	-1.9	-0.1	-0.5	94.0	2.1
CC(=O)Nc1ccc(-n2c(C)ccc2C)cc1	7.3	4.9	-0.4	6.2	0.3	-9.5	-2.0	7.9	92.0	11.3
O=C(NCCCO)C12CC3CC(CC(C3)C1)C2	-6.7	4.4	0.0	0.4	2.5	-4.7	4.2	-2.7	98.0	2.0
Cc1ccc([N+](=O)[O-])cc1NC(=S)NC(=O)c1cccnc1	-1.2	9.4	0.2	12.1	-0.3	-15.3	-3.1	6.7	106.0	2.5
CC(C(=O)N1CCOCCOCCOCCOCCOCC1)N1C(=O)c2ccccc2C1=O (stereo not drawn)	0.4	5.3	-0.4	4.7	3.0	-4.7	3.4	-7.1	118.0	3.2
NC(=O)/C(=N\OC(=O)c1ccco1)c1nc(-c2ccc(Br)cc2)cs1	8.6	-0.6	-0.1	1.5	-0.3	-8.4	0.7	-3.1	102.0	0.5
COc1ccc(OC)c(N=c2ssnc2Cl)c1	-3.1	-2.6	-0.4	-0.6	-2.3	-6.1	10.6	6.5	105.0	1.0
Cc1cc(C)c(S(=O)(=O)Nc2ccc(O)c(Sc3ncn[nH]3)c2)cc1C	24.6	.	0.0	-29.7	0.6	-4.4	0.7	25.9	98.0	0.8
CC(C)Oc1ccc(C(=O)NC2CCS(=O)(=O)C2)cc1 (stereo not drawn)	-2.0	6.2	1.6	-1.3	-1.1	.	0.7	-19.2	93.0	-1.5
Cc1ccc(C2NC(c3ccc(C)cc3)C([N+](=O)[O-])C(C)(C)C2[N+](=O)[O-])cc1 (stereo not drawn)	8.1	13.1	0.1	-6.3	-1.1	-2.9	-2.0	-0.9	103.0	-6.3
Nc1nc(CN2CCN(C(=O)c3ccco3)CC2)nc(Nc2cccc(Cl)c2)n1	-0.5	1.0	0.0	2.5	0.4	-6.6	-0.5	2.8	86.0	1.6
CC(=O)N/C(=C/c1ccc2c(c1)OCO2)C(=O)NCCCO	8.5	-1.2	-0.2	-16.5	-1.2	.	-0.6	-11.5	105.0	1.8
CCN(Cc1nc2ccccc2c(=O)[nH]1)C(=O)C1CC(=O)N(c2cccc3ccccc23)C1 (stereo not drawn)	2.6	15.0	0.2	8.5	-5.2	-6.0	2.7	6.4	97.0	-0.6
CCC(C)NC(=O)c1ccccc1NC(=O)COc1ccc(OC)cc1 (stereo not drawn)	2.3	-5.0	0.1	7.5	-1.0	-4.5	-0.7	10.6	99.0	5.9
Cc1c(C(=O)N(C)CCC#N)oc2ccc(S(=O)(=O)N3CC(C)CC(C)C3)cc12 (stereo not drawn)	1.2	19.2	0.3	-2.9	-2.2	-5.5	-3.5	0.3	100.0	-1.8
CCCNC(=O)[C@@H]1CCCN1C(=O)C1CCN(S(=O)(=O)c2ccc(C)cc2)CC1	1.9	0.2	0.2	-1.0	-1.8	-10.6	0.8	-2.1	99.0	1.9
Cc1ccc(CSCCNC(=O)CN(c2ccc(F)cc2)S(C)(=O)=O)cc1	-2.7	4.7	0.1	-3.2	-1.1	2.4	-1.5	-1.7	91.0	-1.7
Cc1ccsc1C(=O)OCC(=O)NCCCc1ccccc1	18.3	-1.9	-0.1	4.1	-1.7	-14.1	1.5	2.9	97.0	0.2
N#CCSc1nnc(-c2ccc(S(=O)(=O)N3CCOCC3)cc2)n1CC1CCCO1 (stereo not drawn)	4.1	5.8	-0.1	2.8	-0.6	-3.9	0.2	2.1	96.0	-0.3
Cc1[nH]c2ccccc2c1C(O)CN1CCN(c2cccc(C(F)(F)F)c2)CC1 (stereo not drawn)	6.5	-15.6	0.2	-20.5	1.1	.	-1.6	0.0	96.0	4.5
COc1ccc(C(=O)O)cc1S(=O)(=O)Nc1ccc(C)cc1	20.6	-0.3	-0.1	-5.6	-0.2	3.1	1.6	4.6	99.0	4.2
Cc1ccc(OCc2nc(-c3ccccc3)no2)cc1	10.3	5.4	-0.1	-13.0	-2.0	-6.1	11.0	.	99.0	-0.3
Cc1cc(C(=O)CSc2nc(N)cc(=O)[nH]2)c(C)n1Cc1ccco1	0.3	-2.5	0.1	-15.5	-1.9	-2.5	-0.2	-21.2	89.0	-4.0
O=C(CC1Nc2ccccc2NC1=O)NCc1cccnc1 (stereo not drawn)	1.9	-1.2	-0.1	5.9	-1.8	.	-2.8	.	106.0	2.9
CC(C)(C)n1nnnc1C(c1cccc(C(F)(F)F)c1)N1CCC(O)CC1 (stereo not drawn)	1.6	0.2	-0.2	0.5	-4.1	4.1	-1.3	-4.5	94.0	-1.8
Cc1cc(NC(=O)CCC(=O)N(CCC(C)C)C(C(=O)NC2CCCC2)c2ccccc2C)no1 (stereo not drawn)	8.9	0.4	-0.1	-3.8	-0.5	-7.0	0.9	14.9	93.0	-3.6
CSc1ncc(Cl)c(C(=O)Nc2nnc(SC/C=C/c3ccccc3)s2)n1	4.2	-6.5	-0.1	-12.5	-1.0	-2.6	0.1	-8.6	97.0	-0.1
COc1ccccc1NC(=O)c1nc[nH]c1C(=O)Nc1ccccc1OC	5.5	-5.0	-0.1	16.7	0.2	-4.6	0.6	-0.5	96.0	4.0
Cc1nn(C)cc1C1C(C#N)=C(N)N(c2cccnc2)C2=C1C(=O)CCC2 (stereo not drawn)	0.2	-5.0	-0.1	13.8	-1.4	-6.2	0.0	0.3	102.0	2.0
CC1(C)CC(=O)C(C=NCCc2ccc(S(N)(=O)=O)cc2)=C(O)C1	-0.5	12.9	-0.2	1.8	-2.0	-7.3	4.1	2.3	82.0	1.4
O=C1Cc2cc(S(=O)(=O)N3CCNCC3)ccc2N1	6.3	13.7	0.0	1.0	-0.8	-5.9	-4.1	2.0	96.0	3.5
COc1ccc(S(=O)(=O)CCC(=O)N2CC(=O)N(CCc3ccccc3)C(=O)C2)cc1	15.3	-3.7	-0.1	0.3	-1.7	-4.7	-2.7	3.2	91.0	0.4
CC(Oc1ccccc1F)C(=O)NC1CCS(=O)(=O)C1 (stereo not drawn)	-0.8	3.9	-0.1	-2.8	-1.9	-5.0	3.7	-8.6	95.0	0.8
CC(C)(C)OC(=O)C[C@@H]1C/C=C\C[C@H](CC(=O)N(CCO)Cc2ccccc2)C(=O)N[C@@H](c2ccccc2)COC1=O	11.4	-0.6	3.8	1.0	1.5	-5.3	-0.6	11.5	97.0	3.9
O=C(c1cc(S(=O)(=O)N2CCN(c3ccccc3)CC2)ccc1Cl)N1CCCCCCC1	-3.9	2.3	0.6	-12.4	-2.4	-5.6	-1.1	1.6	96.0	-3.6
COc1ccccc1-n1c(-c2ccc(F)cc2)coc1=O	12.1	-46.1	-0.1	0.2	0.2	.	1.7	-2.4	96.0	-0.2
Cc1cc(C)cc(NC(=S)N2C3CCCC2CC(NC(=O)C2CC2)C3)c1 (stereo not drawn)	2.8	6.4	0.0	-3.3	-1.7	-5.1	0.1	1.3	99.0	3.2
CCOc1cc(NS(=O)(=O)CC)c(OCC)cc1NC(=O)c1ccco1	3.1	-1.3	0.7	23.5	-1.4	-2.6	-2.9	-2.8	100.0	-2.9

2 entries drawn at random from those above, as already listed:
SMILES	MC4R antag cAMP	PDI inh	aDG glyco up	H9c2 protect	MC4R barr agon	CaV13 FRET inh	HTR2A ag	Vif imaging	ABCB6 inh 2	Glyco luc inh
O=C(c1cc(S(=O)(=O)N2CCN(c3ccccc3)CC2)ccc1Cl)N1CCCCCCC1	-3.9	2.3	0.6	-12.4	-2.4	-5.6	-1.1	1.6	96.0	-3.6
CC1(C)CC(=O)C(C=NCCc2ccc(S(N)(=O)=O)cc2)=C(O)C1	-0.5	12.9	-0.2	1.8	-2.0	-7.3	4.1	2.3	82.0	1.4

(further entries)
SMILES	MC4R antag cAMP	PDI inh	aDG glyco up	H9c2 protect	MC4R barr agon	CaV13 FRET inh	HTR2A ag	Vif imaging	ABCB6 inh 2	Glyco luc inh
COc1cc(OC)cc(C(=O)N[C@H](C(=O)OCC(=O)Nc2cccnc2Cl)C(C)C)c1	2.1	-1.1	0.0	9.3	-3.5	-4.7	-2.4	9.6	87.0	-0.1
O=c1c2c(nc3nc(NCc4cccc(Cl)c4)[nH]n13)CCC2	5.7	-3.3	-0.2	2.8	-1.3	3.5	1.2	2.9	94.0	2.1
CCc1cccc(C)c1NC(=S)NCc1ccc2c(c1)cc(C)n2C	0.8	.	-0.2	-9.1	-1.3	57.1*	5.6	7.0	102.0	-4.9
CCCc1nc2c(s1)CCc1onc(-c3ccc(Br)cc3)c1-2	2.5	3.3	0.0	1.7	0.3	-10.5	2.9	-3.2	102.0	-2.1
CCc1cccc(C)c1NC(=S)NCC1CCN(c2ccc(OC)cc2)C1 (stereo not drawn)	4.8	5.6	-0.2	-11.0	3.1	-4.6	2.0	-6.0	104.0	-3.8
